PglD DTNB: inhibitors of Campylobacter jejuni PglD acetyltransferase; purified PglD enzyme, DTNB colorimetric CoA detection; inhibition, % at 12.5 µM; 360,000 tested, 0.098% active; in the data active means inhibition above about 16%, passing the limit was not always enough; further: strong numbers were not always called active
miR122 inh: inhibitors of miR-122 in Huh7 cells; AID 602342; activation (reporter increase), % at 12.5 µM; 340,000 tested, 0.3% active; Huh7 miR-122 Renilla luciferase sensor, 48 h; neutral wells = 0, positive control = 100;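 active means mean replicate activation score at least 90 and every replicate individually at or above 90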;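 further: higher luciferase means less miR-122 activity so hits act as miR-122 inhibitors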
RAD52 anneal inh: blocks human RAD52 DNA annealing; 360,000 tested, 0.46% active; P43351; recombinant RAD52 DNA annealing, FRET fluorescence; AID 651710; inhibition, % at 18.7 µM;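 active means every replicate showing at least 50% inhibition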
Target sequence (P43351 whole entry, looked up): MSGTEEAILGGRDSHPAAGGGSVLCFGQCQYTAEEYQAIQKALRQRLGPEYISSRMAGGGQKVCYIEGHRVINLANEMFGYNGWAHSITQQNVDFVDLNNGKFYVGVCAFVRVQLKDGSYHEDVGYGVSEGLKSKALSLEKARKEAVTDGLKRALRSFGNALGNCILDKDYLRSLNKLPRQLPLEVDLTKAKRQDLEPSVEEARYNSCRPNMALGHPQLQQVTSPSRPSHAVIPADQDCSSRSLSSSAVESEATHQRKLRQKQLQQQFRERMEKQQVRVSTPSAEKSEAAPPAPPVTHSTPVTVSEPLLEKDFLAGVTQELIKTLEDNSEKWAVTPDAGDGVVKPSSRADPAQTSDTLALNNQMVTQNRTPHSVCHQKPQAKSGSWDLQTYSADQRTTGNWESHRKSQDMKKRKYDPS
E-sel inducer: E-selectin induction on HUVECs; P16581; HUVEC E-selectin immunofluorescence imaging; normalized: neutral wells 0, TNF-alpha wells 100; activation, % at 7.58 µM; 260,000 tested, 0.37% active; AID 686992;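 active means mean E-selectin-positive cell signal at least 10% of the positive control, reached in at least 60% of replicates, without over 20% cell loss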;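 further: in these data hits start at about 27%; measured in HUVEC primary endothelial cells; signal is the percent of cells scored E-selectin positive by PE staining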
Target sequence (P16581 whole entry, looked up): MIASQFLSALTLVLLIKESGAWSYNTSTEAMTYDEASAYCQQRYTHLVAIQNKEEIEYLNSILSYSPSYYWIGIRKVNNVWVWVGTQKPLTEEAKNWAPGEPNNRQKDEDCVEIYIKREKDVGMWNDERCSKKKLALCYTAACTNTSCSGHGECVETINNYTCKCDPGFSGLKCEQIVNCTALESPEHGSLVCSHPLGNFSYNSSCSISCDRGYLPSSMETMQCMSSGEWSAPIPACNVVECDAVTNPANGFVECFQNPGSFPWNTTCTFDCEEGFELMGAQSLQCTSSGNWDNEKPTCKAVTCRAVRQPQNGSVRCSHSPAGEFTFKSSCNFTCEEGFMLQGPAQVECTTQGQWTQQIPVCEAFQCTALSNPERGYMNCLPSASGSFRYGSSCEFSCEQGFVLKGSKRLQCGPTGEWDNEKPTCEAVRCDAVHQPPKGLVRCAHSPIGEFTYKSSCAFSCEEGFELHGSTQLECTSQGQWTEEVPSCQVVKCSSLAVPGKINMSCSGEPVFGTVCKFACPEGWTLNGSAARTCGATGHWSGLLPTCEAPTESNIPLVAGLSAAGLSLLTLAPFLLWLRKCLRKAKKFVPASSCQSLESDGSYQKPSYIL
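System: HUVEC, human umbilical vein endothelial cells; quantity: 3,000 cells/well; buffer or medium: EGM-2 medium, gelatin-coated wells; dosing: single-point compound dose; detection: immunofluorescence imaging; evaluation: % PE-positive cells; benchmarks: TNF-alpha, DMSO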
Cneo AK release: causes C. neoformans cell lysis. adenylate kinase release luminescence, 4 h; normalised: neutral wells 0, clomiphene wells 100. lysis activity, % at 15 µM. 360,000 tested, 0.2% active. AID 651654;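 active means mean lysis activity across replicates of at least 80%, whatever share of replicates individually reach that level; inactive means mean lysis activity below 80%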
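Assay system: log-phase C. neoformans yeast / Quantity: yeast cell density of 5 × 10^6 cells/mL / Medium: fresh YPD growth medium / Compound: single dose / Timing: static 4 h at 37 °C with compound, 1 h detection / Measured by: adenylate kinase release luminescence / Read-out: lysis from increased AK signal / Benchmarks: Clomiphene as positive lysis control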
ERAP1 HTS inh: blocks human ERAP1 aminopeptidase activity; inhibition, % at 10.7 µM; Q9NZ08; AID 652197; recombinant ERAP1, Leu-AMC fluorescence, 60 min; 340,000 tested, 0.15% active;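 active means mean replicate inhibition of at least 30%, or all replicates individually reaching that 30% level; inactive means mean below 30% and not every replicate reaching it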;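 further: 0% = neutral control wells and 100% = L-leucinethiol positive control wells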
PGC1a acetyl inh: modulators of PGC1a acetylation. U2OS PGC1a acetylation, AlphaScreen anti-acetyl-lysine; with virally co-expressed GCN5 acetyltransferase. inhibition, % at 15.6 µM. 350,000 tested, 0.17% active. AID 651687;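 active means every replicate shows inhibition of at least 40%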;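 further: 0% = neutral control wells and 100% = positive control wells; some results beyond the cut were filed as inactive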
RAD54 branch: blocks human RAD54 Holliday junction branch migration. FAM/BHQ fluorescence. inhibition, % at 10.4 µM. 360,000 tested, 0.14% active. AID 602329;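 active means mean normalized replicate activity at least 40 and at least half of replicates scoring 40 or more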;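 further: 0% = median of neutral control wells and 100% = median of positive control wells; inhibitors cause a drop in the FAM fluorescence signal; in these data hits start at about 50%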
Active calls of the source: *; [ ] = another dose, or the depositor's remark.

Results for COc1cccc(/C=N/NC(=O)c2cccc(N3CCCC3=O)c2)c1 ?
PglD DTNB: 10; RAD52 anneal inh: 2; E-sel inducer: 0.0; Cneo AK release: -3; ERAP1 HTS inh: -6; RAD54 branch: -18

Results for O=C(CC[C@H]1O[C@@H](n2ccc(=O)[nH]c2=O)[C@H](O)[C@@H]1O)N[C@H](Cc1ccccc1)C(=O)NCc1cccs1 ?
PglD DTNB: -4; miR122 inh: 1; RAD52 anneal inh: -6; E-sel inducer: 4.1; Cneo AK release: 0; PGC1a acetyl inh: -4; RAD54 branch: 6

What do the screens show for `CC(C)NC(=O)N[C@@H]1CC[C@@H](CC(=O)NCCN2CCCC2)O[C@@H]1CO`?
PglD DTNB: 4; RAD52 anneal inh: -7; E-sel inducer: 0.1; Cneo AK release: 2; ERAP1 HTS inh: 3; PGC1a acetyl inh: 10; RAD54 branch: -1

How did C[C@H](CO)N1C[C@H](C)[C@H](CN(C)Cc2ccccn2)Oc2ncc(-c3ccccc3)cc2C1=O do in these assays?
PglD DTNB: 1; miR122 inh: 8[16.7 µM]; RAD52 anneal inh: -6; E-sel inducer: 0.8; Cneo AK release: 2; ERAP1 HTS inh: 7; PGC1a acetyl inh: -1; RAD54 branch: 2

What do the screens show for `O=C1C=C(c2cccc(Cl)c2)C[C@@H](c2ccc3c(c2)OCO3)C1`?
PglD DTNB: 1; miR122 inh: -1; RAD52 anneal inh: -5; E-sel inducer: 0.3; Cneo AK release: -4; ERAP1 HTS inh: 3; PGC1a acetyl inh: -7; RAD54 branch: 8

Results for O=C(O)c1cccc(NC(=O)c2cccc(NC(=O)C3CCCO3)c2)c1 (stereo not given) ?
PglD DTNB: -1; miR122 inh: -6; Cneo AK release: 2; PGC1a acetyl inh: 19; RAD54 branch: 1

How did CO[C@@H]1CC[C@@H]2CCOc3c(C#N)cccc3C(=O)N(C)C[C@H](C)C(=O)N(C)C[C@@H]1O2 do in these assays?
PglD DTNB: -4; RAD52 anneal inh: -1; E-sel inducer: 0.1; Cneo AK release: 8; ERAP1 HTS inh: 2; PGC1a acetyl inh: -1; RAD54 branch: 4

Results for Cc1ccc2c(=O)cc(C(=O)Nc3ccc(S(=O)(=O)Nc4onc(C)c4C)cc3)oc2c1 ?
PglD DTNB: 1; RAD52 anneal inh: 5; E-sel inducer: 1.5; Cneo AK release: 2; ERAP1 HTS inh: -1; PGC1a acetyl inh: -1; RAD54 branch: 5

Results for Cc1ccc(Cl)cc1NC(=O)c1ccccn1 ?
PglD DTNB: -5; miR122 inh: 2; RAD52 anneal inh: -6; E-sel inducer: 8.6; Cneo AK release: -2; RAD54 branch: 2

Results for Cc1noc(C)c1C(=O)OCC(=O)NCCc1ccc(S(N)(=O)=O)cc1 ?
PglD DTNB: 0; miR122 inh: 0; RAD52 anneal inh: -10; E-sel inducer: -0.1; Cneo AK release: 0; ERAP1 HTS inh: 2; PGC1a acetyl inh: 5; RAD54 branch: -23

Results for CCN1CCN(CC(=O)Nc2ccc(S(=O)(=O)N3C(C)CCCC3C)cc2)CC1 (stereo not given) ?
PglD DTNB: 0; miR122 inh: 4; RAD52 anneal inh: -15; E-sel inducer: 0.1; Cneo AK release: 1; ERAP1 HTS inh: -4; RAD54 branch: 3

What do the screens show for `CC1CC1C(=O)OCC(=O)NC(=O)NC12CC3CC(CC(C3)C1)C2` (stereo not given)?
miR122 inh: 2; RAD52 anneal inh: -15; E-sel inducer: 13; ERAP1 HTS inh: -4; PGC1a acetyl inh: 23

Results for Cc1ccc(S(=O)(=O)Nc2cccc3c2O[C@H](CN(C)Cc2ccncc2)[C@@H](C)CN([C@@H](C)CO)C3=O)cc1 ?
PglD DTNB: 5; miR122 inh: 3[16.7 µM]; RAD52 anneal inh: 0; E-sel inducer: -0.1; Cneo AK release: -3; ERAP1 HTS inh: 2; PGC1a acetyl inh: -8; RAD54 branch: -5

What do the screens show for `CCOC(=O)c1nc(C)nc(Sc2n[nH]c(-c3ccccc3)n2)c1C`?
PglD DTNB: -4; miR122 inh: 10; RAD52 anneal inh: 6; Cneo AK release: 2; ERAP1 HTS inh: 0; RAD54 branch: -10

Results for CC(C)=CCc1c(O)ccc(C2COc3c(CC=C(C)C)c(O)cc(O)c3C2=O)c1O (stereo not given) ?
PglD DTNB: -7; miR122 inh: 9; RAD52 anneal inh: -20; Cneo AK release: -3; PGC1a acetyl inh: -9; RAD54 branch: 6

What do the screens show for `COC(=O)c1ccc2c(=O)n(CC3CCCO3)c(=S)[nH]c2c1` (stereo not given)?
PglD DTNB: 2; miR122 inh: -1; Cneo AK release: -1; PGC1a acetyl inh: -22; RAD54 branch: 3

What do the screens show for `COc1cc2c(cc1[N+](=O)[O-])-c1ccc([N+](=O)[O-])cc1C2`?
PglD DTNB: -2; miR122 inh: -5; RAD52 anneal inh: -75; E-sel inducer: 0.0; Cneo AK release: -1; ERAP1 HTS inh: -1; PGC1a acetyl inh: 7; RAD54 branch: -2

How did COc1ccccc1CNC(=O)c1ccccc1OC do in these assays?
PglD DTNB: -4; miR122 inh: 2; RAD52 anneal inh: 2; Cneo AK release: 0; ERAP1 HTS inh: -1; PGC1a acetyl inh: -3; RAD54 branch: -4

How did Cc1c(NC(=O)c2ccc(NS(=O)(=O)c3ccc(F)c(F)c3)cc2)c(=O)n(-c2ccccc2)n1C do in these assays?
PglD DTNB: -2; miR122 inh: -10; RAD52 anneal inh: 7; E-sel inducer: -1.3; Cneo AK release: -2; ERAP1 HTS inh: 6; PGC1a acetyl inh: 5; RAD54 branch: 1

What do the screens show for `CN1CCCN(c2cc(-c3ccc4ccccc4c3)nc3ccnn23)CC1`?
PglD DTNB: 2; miR122 inh: -3; RAD52 anneal inh: 104*; E-sel inducer: 150*; Cneo AK release: 0; ERAP1 HTS inh: 7; RAD54 branch: 64*

Results for COc1cc(C(c2sc3nc(C)nn3c2O)N2CCN(c3ccccc3)CC2)cc(OC)c1OC (stereo not given) ?
PglD DTNB: -6; RAD52 anneal inh: -17; E-sel inducer: -0.3; Cneo AK release: 3; ERAP1 HTS inh: 1; RAD54 branch: -9

Results for O=C(Cn1cnc2c(NC(=O)OCc3ccccc3)ncnc21)NCc1ccccn1 ?
PglD DTNB: 0; miR122 inh: 1; RAD52 anneal inh: -17; E-sel inducer: -0.3; Cneo AK release: 0; ERAP1 HTS inh: 14; PGC1a acetyl inh: 0; RAD54 branch: 4

What do the screens show for `O=C1Nc2ccccc2N(O)N1c1cc(-c2ccccc2)[nH]n1`?
PglD DTNB: -1; miR122 inh: -13; RAD52 anneal inh: -8; Cneo AK release: 2; ERAP1 HTS inh: 7; PGC1a acetyl inh: -11; RAD54 branch: -12

How did CC(=O)Nc1c2c(nn1-c1ccc(C)cc1C)CSC2 do in these assays?
PglD DTNB: 2; miR122 inh: 2; RAD52 anneal inh: -16; Cneo AK release: 3; ERAP1 HTS inh: 0; PGC1a acetyl inh: 11; RAD54 branch: -2

How did Cc1cccc([C@@H]2[C@@H]3C(=O)N(Cc4ccccc4)C(=O)[C@@H]3[C@]3(Cc4ccccc4)C(=O)N(c4cccc(Cl)c4)C(=O)N23)c1 do in these assays?
PglD DTNB: -2; RAD52 anneal inh: -2; E-sel inducer: 0.8; Cneo AK release: -1; RAD54 branch: 7

What do the screens show for `CCC(=O)N1[C@@H](CO)[C@@H]2c3ccccc3N(C(=O)Nc3cccc(Cl)c3)C[C@@H]21`?
PglD DTNB: 0; miR122 inh: 0[16.7 µM]; RAD52 anneal inh: -1; E-sel inducer: 0.1; Cneo AK release: 0; ERAP1 HTS inh: 0; PGC1a acetyl inh: -3; RAD54 branch: 11

What do the screens show for `Nc1nc(C(F)(F)F)cc(=O)n1N`?
PglD DTNB: -4; miR122 inh: -12; RAD52 anneal inh: 12; Cneo AK release: 1; ERAP1 HTS inh: -6; RAD54 branch: 0

What do the screens show for `Cc1noc(C)c1NC(=O)N(C)C[C@H]1Oc2c(NC(=O)NC(C)C)cccc2C(=O)N([C@@H](C)CO)C[C@@H]1C`?
PglD DTNB: 0; miR122 inh: -3[16.7 µM]; RAD52 anneal inh: 6; E-sel inducer: 1.2; Cneo AK release: -2; ERAP1 HTS inh: 0; PGC1a acetyl inh: 11; RAD54 branch: 2

How did O=C(CSc1ccc2nnc(-c3cccnc3)n2n1)Nc1ccccc1F do in these assays?
PglD DTNB: -2; miR122 inh: -1; RAD52 anneal inh: -10; E-sel inducer: 0.2; Cneo AK release: 1; ERAP1 HTS inh: 9; PGC1a acetyl inh: -2; RAD54 branch: 10

What do the screens show for `CCOC(=O)N(C)S(=O)(=O)c1ccccc1[N+](=O)[O-]`?
miR122 inh: -1; RAD52 anneal inh: -8; ERAP1 HTS inh: 2; PGC1a acetyl inh: -6

Results for CC(C)C(C(=O)NCc1ccco1)N(C(=O)CNS(=O)(=O)c1ccccc1)C1CCCC1 (stereo not given) ?
PglD DTNB: -1; miR122 inh: 1; Cneo AK release: 0; PGC1a acetyl inh: 5; RAD54 branch: 5

Results for Cc1cc2nc(C(C)(C)C)cc(N)n2n1 ?
PglD DTNB: -1; miR122 inh: -5; RAD52 anneal inh: -2; E-sel inducer: 2.2; Cneo AK release: 0; ERAP1 HTS inh: -1; PGC1a acetyl inh: -5; RAD54 branch: 4

Results for CCOC(=O)CNC(=O)C(Cc1ccccc1)NS(=O)(=O)c1ccc2c(c1)CCC(=O)N2 (stereo not given) ?
PglD DTNB: -1; miR122 inh: 0; Cneo AK release: 5; PGC1a acetyl inh: -17; RAD54 branch: -2

What do the screens show for `CC(Oc1ccccc1F)c1nnc(SCC(=O)Nc2ccc(N3CCOCC3)cc2)o1` (stereo not given)?
PglD DTNB: 0; miR122 inh: -5; RAD52 anneal inh: -11; Cneo AK release: -1; ERAP1 HTS inh: 0; PGC1a acetyl inh: 0; RAD54 branch: 2

Results for Cc1c(CCC(=O)O)c(=O)oc2cc3occ(-c4ccc(Cl)cc4)c3cc12 ?
PglD DTNB: -3; RAD52 anneal inh: 2; E-sel inducer: 0.1; Cneo AK release: -4; ERAP1 HTS inh: 4; PGC1a acetyl inh: 7; RAD54 branch: -11

How did O=S(=O)(NCCc1ccccc1)c1ccc(Br)cc1 do in these assays?
PglD DTNB: -1; miR122 inh: 38; RAD52 anneal inh: -11; E-sel inducer: 0.2; Cneo AK release: 5; ERAP1 HTS inh: 0; PGC1a acetyl inh: 6; RAD54 branch: -10

What do the screens show for `O=C(Nc1ccc(F)cc1)Nc1ccc2c(c1)[C@@H]1C[C@@H](CC(=O)N3CCCCC3)O[C@H](CO)[C@@H]1O2`?
PglD DTNB: 5; miR122 inh: -3[16.7 µM]; E-sel inducer: -0.2; Cneo AK release: -8; PGC1a acetyl inh: -4; RAD54 branch: -4

What do the screens show for `CCCNC(=O)N1CC2(C1)[C@H](c1ccccc1)[C@@H](CO)N2Cc1ccccc1`?
RAD52 anneal inh: -13; E-sel inducer: -0.1; ERAP1 HTS inh: -2; PGC1a acetyl inh: 0

How did Clc1ccc(-c2nnc(CNC3CC3)o2)cc1 do in these assays?
miR122 inh: -1; RAD52 anneal inh: -9; ERAP1 HTS inh: -1; PGC1a acetyl inh: 19
